Screens as filed in PubChem BioAssay.
RBX1-CUL1 inh: blocks human RBX1-Cullin-1 di-ubiquitin formation; P62877+Q13616; in vitro K48 di-Ub FRET, acceptor:donor ratio, 45 min; inhibition, % at 10 µM; 0.6% of 140,000 active; in the data active means inhibition above about 25%
Target sequence (P62877 whole entry, looked up): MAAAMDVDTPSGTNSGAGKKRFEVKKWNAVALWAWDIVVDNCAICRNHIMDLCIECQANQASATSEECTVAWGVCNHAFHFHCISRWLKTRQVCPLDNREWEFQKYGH
Target sequence (Q13616 whole entry, looked up): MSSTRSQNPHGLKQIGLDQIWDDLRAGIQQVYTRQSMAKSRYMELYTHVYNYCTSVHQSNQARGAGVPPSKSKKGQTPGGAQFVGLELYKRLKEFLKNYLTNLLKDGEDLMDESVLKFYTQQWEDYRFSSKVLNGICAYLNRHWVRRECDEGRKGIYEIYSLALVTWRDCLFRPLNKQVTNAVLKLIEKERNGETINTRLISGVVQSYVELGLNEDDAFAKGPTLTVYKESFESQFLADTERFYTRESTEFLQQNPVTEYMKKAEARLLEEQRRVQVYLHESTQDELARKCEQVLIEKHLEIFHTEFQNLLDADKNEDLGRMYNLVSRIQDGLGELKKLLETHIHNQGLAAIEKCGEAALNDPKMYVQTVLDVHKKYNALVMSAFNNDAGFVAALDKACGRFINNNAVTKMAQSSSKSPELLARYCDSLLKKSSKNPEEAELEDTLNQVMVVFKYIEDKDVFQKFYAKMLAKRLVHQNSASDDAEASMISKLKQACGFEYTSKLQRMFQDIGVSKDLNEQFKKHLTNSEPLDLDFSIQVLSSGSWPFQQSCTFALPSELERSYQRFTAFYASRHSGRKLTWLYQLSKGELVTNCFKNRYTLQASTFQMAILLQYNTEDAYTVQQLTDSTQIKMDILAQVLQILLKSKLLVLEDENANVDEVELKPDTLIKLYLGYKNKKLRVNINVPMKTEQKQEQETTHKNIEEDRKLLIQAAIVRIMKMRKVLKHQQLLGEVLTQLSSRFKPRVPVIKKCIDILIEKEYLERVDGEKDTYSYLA
Numbers without * were called inactive.

SMILES | RBX1-CUL1 inh
CCN1CCN(CC(O)COc2ccc(CNC3CCCC3)cc2OC)CC1 (stereo not given) | 1
Cc1cc(Cl)ccc1NS(=O)(=O)c1cc2[nH]c(=O)c(=O)[nH]c2cc1C | 5
Cc1ccc2n(n1)c(=O)c(Cc1ccccc1)c([O-])[n+]2-c1ccccc1 | -19
CCOc1ccccc1-c1n[nH]c2c1CN(Cc1nccs1)CC2 | 5
O=[N+]([O-])c1ccsc1C1OCCO1 | -8
CC(=O)C1=C(CC#N)SC(=Nc2ccccc2)C(C(=O)Nc2ccccc2Cl)C1c1cccs1 (stereo not given) | -8
CCOC(=O)C1=NN(c2ccccc2)C2(S1)SC(c1ccccc1C)(c1ccccc1C)c1ccccc12 (stereo not given) | -1
O=C(COC(=O)c1cccc(NC(=O)c2ccccc2)c1)c1cccc([N+](=O)[O-])c1 | 2
CCOc1ccccc1NC(=O)c1cncc(Br)c1 | 5
COC(=O)C1=C(C)N=c2s/c(=C\c3ccc(C)o3)c(=O)n2C1c1ccc(OC)c(OC)c1 (stereo not given) | -13
COc1ccc(Nc2nnc(-c3ccncc3)s2)cc1 | -3
CC(C)(C)CN1CCCC2(CCN(C(=O)c3cscn3)C2)C1=O (stereo not given) | -1
CCN(c1ccccc1)S(=O)(=O)c1ccc(NC(=O)c2nc(SC(C)C)ncc2Cl)cc1 | -2
CC1C(=NC(=O)c2cnn3c(-c4ccccc4)cc(-c4ccccc4)nc23)C(=O)N(c2ccccc2)N1C (stereo not given) | 7
CCOc1cc(S(=O)(=O)Nc2ncccc2C)ccc1F | -2
COc1cccc(C2c3c(n[nH]c3C)OC(=N)C2C#N)c1OCc1ccccc1Cl (stereo not given) | -4
COc1ccccc1NC(=O)Nc1ccnn1C1CCN(C(=O)CN2CCCCC2)CC1 | -12
Cc1cc(I)ccc1NC(=S)NC(=O)c1cncc(Br)c1 | 6
CC1CC(=O)Nc2ccccc2S1 (stereo not given) | 6
COc1ccc(S(N)(=O)=O)cc1C(=O)NCCCN1CCN(C)CC1 | 5
COc1ccc(S(=O)(=O)N2CCC(C(=O)N3CCN(Cc4ccccc4)CC3)CC2)cc1Cl | 2
CCOc1cc(/C=c2/sc3nc4cc(C)c(C)cc4n3c2=O)ccc1OC | 4
O=C(CN1CCN(c2ccccc2F)CC1)Nc1cccc2ccccc12 | -1
CC(C)CCNC(=O)CCCc1ccccc1 | 5
CCN(CC)CCOC(=O)c1ccccc1C | -2
S=c1[nH]nc(Sc2n[nH]c(=S)s2)s1 | -5
CC(C)(C)OC(=O)N1CCC(c2c(C(=O)NCc3ccccn3)cnn2-c2ccccc2)CC1 | -7
C/C(=N/NC(=O)c1ccc(=O)[nH]n1)c1ccc(C)cc1 | -5
CCCCNS(=O)(=O)c1ccc(N)cc1 | 3
Cc1ccc(C)c(NS(=O)(=O)c2cc3c4c(c2)C(C)C(=O)N4CCC3)c1 (stereo not given) | -14
Cc1ccc(-n2nc3c(N4CCC(C(=O)NCCc5ccccc5)CC4)nnc(C)c3c2C)cc1 | 7
Cc1ccc(CNC(=O)C2CCC(CNS(=O)(=O)c3ccc4c(c3)CCCC(=O)N4)CC2)cc1 (stereo not given) | -7
Cn1nc(C(F)(F)F)cc1C(=O)NNC(=S)Nc1cccc(Cl)c1 | -5
O=C1NN(c2ccccc2)C(=O)/C1=C/c1ccccc1OCCCOc1ccccc1 | 9
COC(=O)c1ccccc1NC(=O)C(C)(COC(C)=O)COC(C)=O | -9
CCOC(=O)C1CCN(c2nc3c(S(=O)(=O)c4ccccc4)nnn3c3ccsc23)CC1 | -8
CCOC(=O)c1c(-c2ccc(OC)cc2)csc1NC(=O)Cc1ccc(OC)c(OC)c1 | 1
O=C(Nc1sc2c(c1C(=O)Nc1cccc3ccccc13)CCCC2)c1cc([N+](=O)[O-])ccc1Cl | -5
CC12CCC(C(=O)Nc3nc4ccc(Br)cc4s3)(CC1=O)C2(C)C (stereo not given) | 8
CN(C)P(=O)(Nc1ccc(Cl)cc1)Nc1ccc(Cl)cc1 | 5
CC(=O)N1CCCc2cc(S(=O)(=O)N3CCCC(C(=O)Nc4ccc(C)c(F)c4)C3)ccc21 (stereo not given) | 6
Cc1ccn(CCC(=O)N(Cc2ccncc2)Cc2cccc(OCCc3ccc(F)cc3)c2)n1 | 11
COc1cc(S(=O)(=O)NC(C)c2ccccc2)c(OC)cc1Cl (stereo not given) | -1
COc1ccc(N2CCN(CCCNC(=O)c3cnn(-c4ccc(C)cc4)c3-n3cccc3)CC2)cc1 | -2
CCOC(=O)C1CCN(C2CCN(c3ccc(C(=O)NCc4ccc5c(c4)OCO5)cc3)CC2)CC1 | 2
Cn1cc(Cl)c(CN2CCCC(Cn3cc(CCO)nn3)C2)n1 (stereo not given) | -7
O=C1C=C(c2ccccc2)N(c2ccc(Cl)cc2)C(=O)C1Cc1ccccc1 (stereo not given) | -8
COC(=O)c1ccn(-c2ccccc2)n1 | 3
COc1cc(/C=N/NC(=O)COc2c(C(C)C)cc(Br)c(C)c2Br)cc(OC)c1O | 2
Cc1nn(-c2cc(Oc3ccccc3F)ncn2)c(N)c1C#N | 3
CN1CCc2c(sc3c2C(=O)NC(c2ccccc2)N3)C1 (stereo not given) | -2
CCOC(=O)c1c(-c2ccc(C(C)(C)C)cc2)csc1NC(=O)C(Sc1ccccc1)c1ccccc1 (stereo not given) | -9
CCOC(=O)C1=C(C)N=c2s/c(=C\c3cc(C)n(-c4ccc([N+](=O)[O-])cc4)c3C)c(=O)n2C1c1ccc(F)cc1 (stereo not given) | 2
CC(=NNC(=O)CC(C)C)C1C(=O)N(c2nc3ccccc3s2)N=C1C(F)(F)F (stereo not given) | -3
CCC(=O)COc1cccc(/C=C2\SC(=S)NC2=O)c1 | 0
COc1ccc(CC(=O)N2CCc3cc(OC)c(OC)cc3C2COc2ccc3c(C)cc(=O)oc3c2)cc1OC (stereo not given) | 3
O=C1C2CSCN2C(=O)N1c1ccc(Cl)c(Cl)c1 (stereo not given) | 5
COc1cc(/C=N/NC(=O)c2ccc(-c3ccccc3)cc2)c([N+](=O)[O-])cc1OC | 5
Cc1nn(C(C)(C)C)c(N)c1C#N | -7
COc1ccc(-c2cc(C(F)(F)F)nc(SCCC(=O)NCC3CCCO3)n2)cc1 (stereo not given) | -3
Continued:
SMILES | RBX1-CUL1 inh
O=C1N=C(Cc2ccco2)C(=O)N1c1ccc(Cl)cc1 | -4
CCOC(=O)C1CCN(Cc2cccc(OCC(O)CN3CCCCCC3)c2)CC1 (stereo not given) | 6
O=C(N/N=C\c1ccc2ccc3ccc(/C=N\NC(=O)c4ccccc4)nc3c2n1)c1ccccc1 | 5
CCOc1ccc(CNC(=O)C2CCCN(S(=O)(=O)N(CC)c3ccc(OCC)cc3)C2)cc1 (stereo not given) | 0
COC(=O)c1c(S(=O)(=O)N2CCCC2)sc2c1CCN(C(=O)c1cc3ccccc3o1)C2 | -5
CC(C)(C)c1ccc(C(=O)N=C(Cc2ccc(Br)cc2)C(=O)Nc2ccc(S(N)(=O)=O)cc2)cc1 | 8
CC(C)CCNC(=O)c1cn(C2CCCC2)cc(C(=O)N2CCN(c3ccccc3O)CC2)c1=O | 0
O=C(NCC1(c2ccccc2)CCOCC1)c1ccccc1F | 5
CC1CCc2sc3[nH]c(=S)n(Cc4ccccc4)c(=O)c3c2C1 (stereo not given) | 5
Cc1cccc(N2CCN(S(=O)(=O)c3ccc4c(c3)C(C(C)C)C(=O)N4)CC2)c1C (stereo not given) | 2
CCOC(=O)c1c(C)[nH]c(C(=O)CSc2cc(C)c3ccc(OC)cc3n2)c1C | -1
O=C1/C(=C/c2ccco2)SC(=Nc2ccccc2)N1CCc1c[nH]c2ccccc12 | 1
Cc1nc(N2CCCC2C(=O)NC2CCOC(C)(C)C2)nc2cc(S(C)(=O)=O)ccc12 (stereo not given) | 7
COC(=O)[C@@H]1CSCN1C(=O)CN1C(=O)c2ccccc2C1=O | 17
Cc1ccc2c(c1)c(=O)c(C(=O)c1ccncc1)cn2CC(=O)Nc1ccccc1Cl | -3
CCCOc1ccc(C(=O)CC)cc1 | 3
CCCOc1ccc(-n2nnc(C(=O)NC3CCCCC3)c2C)cc1 | 1
CCCCn1c(CCC)nc([N+](=O)[O-])c1Sc1ccc(F)cc1 | 7
CCNC(=O)c1cn(C(C)CC)cc(C(=O)NCc2cc(-c3ccccc3)on2)c1=O (stereo not given) | 2
CCOC(=O)Cn1c(=O)oc2cc(S(=O)(=O)N3CCN(c4cccc(C)c4C)CC3)ccc21 | 1
COc1cc(CNn2cnnc2)ccc1OCC(=O)NC(C)(C)C | -8
O=S(=O)(c1ccc(F)cc1)c1nc(-c2ccco2)oc1Nc1ccc(F)cc1 | -1
CN(C(=O)c1ccccc1)N1c2ccccc2CCc2ccccc21 | -5
COc1cc(NC(=S)NCCC(c2ccccc2)c2ccccc2)c(OC)cc1Cl | -6
CC(C)Oc1ccccc1C(=O)Nc1ccc(S(N)(=O)=O)cc1 | 11
CNC(=O)c1sc2ncccc2c1-n1cccc1 | -3
CC1=Nc2nc(C(=O)OC(C)C)nn2C(c2ccc(Cl)cc2)C1C(=O)Nc1ccc(C)cc1C (stereo not given) | -14
CCOc1nnnn1-c1ccc([N+](=O)[O-])cc1 | -8
Cc1ccc(C)c(N2CCN(C(=O)c3ccc(CS(=O)(=O)c4ccc(Br)cc4)o3)CC2)c1 | 0
O=C1c2ccccc2C(=O)N1OCSc1ccccc1 | 0

An excerpt from above in order of length of the SMILES, falling.
SMILES | RBX1-CUL1 inh
CC1=Nc2nc(C(=O)OC(C)C)nn2C(c2ccc(Cl)cc2)C1C(=O)Nc1ccc(C)cc1C (stereo not given) | -14
CCOC(=O)Cn1c(=O)oc2cc(S(=O)(=O)N3CCN(c4cccc(C)c4C)CC3)ccc21 | 1
CC(C)CCNC(=O)c1cn(C2CCCC2)cc(C(=O)N2CCN(c3ccccc3O)CC2)c1=O | 0
Cc1cccc(N2CCN(S(=O)(=O)c3ccc4c(c3)C(C(C)C)C(=O)N4)CC2)c1C (stereo not given) | 2
Cc1nc(N2CCCC2C(=O)NC2CCOC(C)(C)C2)nc2cc(S(C)(=O)=O)ccc12 (stereo not given) | 7
Cc1ccc2c(c1)c(=O)c(C(=O)c1ccncc1)cn2CC(=O)Nc1ccccc1Cl | -3
CCOC(=O)c1c(C)[nH]c(C(=O)CSc2cc(C)c3ccc(OC)cc3n2)c1C | -1
O=S(=O)(c1ccc(F)cc1)c1nc(-c2ccco2)oc1Nc1ccc(F)cc1 | -1
COc1cc(NC(=S)NCCC(c2ccccc2)c2ccccc2)c(OC)cc1Cl | -6
COC(=O)[C@@H]1CSCN1C(=O)CN1C(=O)c2ccccc2C1=O | 17
CCCCn1c(CCC)nc([N+](=O)[O-])c1Sc1ccc(F)cc1 | 7
CC(C)Oc1ccccc1C(=O)Nc1ccc(S(N)(=O)=O)cc1 | 11
CCCOc1ccc(-n2nnc(C(=O)NC3CCCCC3)c2C)cc1 | 1
CN(C(=O)c1ccccc1)N1c2ccccc2CCc2ccccc21 | -5
COc1cc(CNn2cnnc2)ccc1OCC(=O)NC(C)(C)C | -8
O=C(NCC1(c2ccccc2)CCOCC1)c1ccccc1F | 5
CCOc1nnnn1-c1ccc([N+](=O)[O-])cc1 | -8
O=C1c2ccccc2C(=O)N1OCSc1ccccc1 | 0
CNC(=O)c1sc2ncccc2c1-n1cccc1 | -3
CCCOc1ccc(C(=O)CC)cc1 | 3

Continued:
SMILES | RBX1-CUL1 inh
CCC(C(=O)NC1CCCCCC1)c1ccccc1 (stereo not given) | 6
COc1cc(NC(=O)c2ccc(Cl)s2)c(OC)cc1Cl | -3
CCCCCOc1cccc(C2C(C(=O)c3ccc(OC)cc3)C(=O)C(=O)N2CCCOC)c1 (stereo not given) | 10
O=C(/C=C1\CCc2ccccc2C1)c1sc2ccccc2c1O | -2
Cc1ccc(C(=O)C2C(=O)C(=O)N(CCCN(C)C)C2c2ccc(OC(C)C)cc2)o1 (stereo not given) | -9
CC1CC2=Nc3ccccc3NC(c3ccccc3)C2C(=O)O1 (stereo not given) | 6
CCCC(=O)Nc1cc(C)c(O)c(-c2nc3ncccc3o2)c1 | -3
Cc1cc(C(=O)NCCc2cccc(Cl)c2)no1 | -5
Cc1ccc(Nc2nc3ccccc3nc2-n2nc(C)cc2C)c(Cl)c1 | -4
Cc1nc2cc([N+](=O)[O-])c([N+](=O)[O-])cc2n1C | -1
COc1ccc(C2c3c(n[nH]c3-c3ccc(-c4ccccc4)cc3)OC(=N)C2C#N)cc1COc1ccc(C(=O)OCC(C)C)cc1 (stereo not given) | 2
CCOC1(OCC)C(c2ccc([N+](=O)[O-])cc2)C(C#N)(C#N)C1(OCC)OCC (stereo not given) | -7
N=C1/C(=C/c2ccc3c(c2)OCO3)C(=O)N=C2SC(COc3ccccc3)=NN12 | 8
Cc1nn(S(=O)(=O)c2ccc(F)cc2)c(C)c1S(=O)(=O)N1CCC(C)CC1 | 4
O=C(Cn1ncc2c3ccccc3n(Cc3cccc(Cl)c3)c2c1=O)NC1CCCCCC1 | -13
Cc1cc(C)nc(NN)n1 | -5
COc1ccc(C(=O)C2CCCN(C(=O)c3ccc4nc[nH]c4c3)C2)cc1F (stereo not given) | 0
CCOc1ccc(NC(=O)CSc2nnc(Cc3ccc(OC)cc3)n2C)cc1 | -11
CCOC(=O)Cn1c(=O)n(-c2ccccc2OC)c2nc(-c3ccccc3C)nc(C(N)=O)c21 | 1
Cc1ccc(C)c(NC(=O)c2cccc(C(F)(F)F)c2)c1 | 3
CCCc1c(C(=O)Nc2c(C)cccc2CC)nnn1-c1ccc(OC)cc1 | 10
COc1cc(OC)c(C2Nc3ccccc3-c3nnc(SC)nc3O2)c(OC)c1 (stereo not given) | 4
CC1=C(c2c(C)sc(C)c2C(=O)O)C(C)CCC1 (stereo not given) | -1
COc1cccc(NC(=O)Cn2c(=O)n(-c3cccc(OC)c3)c(=O)c3c4c(sc32)CCCC4)c1 | 0
CC(=O)N1CCC(C(=O)Nc2ccc(C)c(Cl)c2)CC1 | -10
Cc1cc(NC(=O)C2CC(c3c(F)cccc3Cl)=NO2)no1 (stereo not given) | 12
Cn1c(=O)c2c(ncn2CC(=O)NCc2ccncc2)n(C)c1=O | 6

Part of the list above in a different format:
| smiles | RBX1-CUL1 inh |
| --- | --- |
| CCNC(=O)c1cn(C(C)CC)cc(C(=O)NCc2cc(-c3ccccc3)on2)c1=O (stereo not given) | 2 |
| CCOC(=O)Cn1c(=O)oc2cc(S(=O)(=O)N3CCN(c4cccc(C)c4C)CC3)ccc21 | 1 |

An excerpt; rates above refer to the full screens.
